PAFAH1B2 FP inh: blocks human PAF acetylhydrolase 1b catalytic subunit 2; actives 1.2% (n = 340,000); P68402; inhibition, % at 3.39 µM; recombinant PAFAH1B2, FP-rhodamine activity probe, fluorescence polarization;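 active = inhibition above the mean of all tested compounds plus 3 SD, cut at about 24% in these data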;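 also: 0% = enzyme with DMSO and 100% = wells lacking PAFAH1B2; many of its hits are not listed in these tables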
Target sequence (P68402 whole entry, looked up): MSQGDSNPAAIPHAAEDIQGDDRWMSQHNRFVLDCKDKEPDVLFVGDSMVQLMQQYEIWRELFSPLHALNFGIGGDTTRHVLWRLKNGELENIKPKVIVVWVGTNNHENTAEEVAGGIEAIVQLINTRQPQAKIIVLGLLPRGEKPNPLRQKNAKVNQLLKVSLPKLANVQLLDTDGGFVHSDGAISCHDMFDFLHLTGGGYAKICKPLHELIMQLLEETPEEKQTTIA
PAFAH1B3 inh: PAFAH1B3 (human) inhibition | AID 492972 | inhibition, % at 3.39 µM | Q15102 | actives 0.28% (n = 340,000) | recombinant PAFAH1B3, FP-rhodamine probe, fluorescence polarization;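 active = inhibition above the screen-wide average of all tested compounds plus 3 SD, cut at about 25% in these data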;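 also: 0% = enzyme with DMSO only and 100% = wells lacking PAFAH1B3 protein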
Target sequence (Q15102 whole entry, looked up): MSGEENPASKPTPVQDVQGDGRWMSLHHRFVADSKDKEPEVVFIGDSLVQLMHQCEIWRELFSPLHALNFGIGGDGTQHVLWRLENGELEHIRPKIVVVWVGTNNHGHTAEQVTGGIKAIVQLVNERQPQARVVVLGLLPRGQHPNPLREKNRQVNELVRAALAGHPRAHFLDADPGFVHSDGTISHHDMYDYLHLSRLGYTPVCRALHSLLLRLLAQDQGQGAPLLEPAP
* marks the source's active call; other numbers are inactive results.

Results for COc1ccc(CNC(=O)C2CCN(S(=O)(=O)c3cccc(C(F)(F)F)c3)CC2)cc1 ?
PAFAH1B2 FP inh: 6; PAFAH1B3 inh: -3

What do the screens show for `CCC(CC)C(=O)Oc1c(C(=O)N(C)C)cccc1-c1ccccc1`?
PAFAH1B2 FP inh: 9; PAFAH1B3 inh: -5

Results for O=C1Nc2ccc(Cl)cc2C12OCCCO2 ?
PAFAH1B2 FP inh: -1; PAFAH1B3 inh: 5

Results for O=C(N/N=C/c1ccco1)c1[nH]ncc1Br ?
PAFAH1B2 FP inh: 5; PAFAH1B3 inh: 3

Results for NC(=O)C1CCN(C(=O)c2ccccc2CCc2ccccc2)CC1 ?
PAFAH1B2 FP inh: -4; PAFAH1B3 inh: 14

What do the screens show for `CC(=O)OC1CC2(C)C(C(C)=O)CCC2C2CCC3=CC(=O)CCC3(C)C12` (stereo not given)?
PAFAH1B2 FP inh: 4; PAFAH1B3 inh: 8

Results for C[C@H](O)[C@@H]1C(=O)N2CCc3ccc(N4CCN(C)CC4)cc3[C@@H]2C[C@@H]1N(C)C(=O)Nc1cc(Cl)cc(Cl)c1 ?
PAFAH1B2 FP inh: 3; PAFAH1B3 inh: 7

How did CCC1(c2ccccc2)NC(=O)N(CC(=O)NNC(=O)c2ccc(F)cc2)C1=O (stereo not given) do in these assays?
PAFAH1B2 FP inh: 0; PAFAH1B3 inh: -2

How did COc1ccc(-n2nc(C(=O)NCC(=O)NCc3ccc(F)cc3)c3ccccc3c2=O)c(OC)c1 do in these assays?
PAFAH1B2 FP inh: -2; PAFAH1B3 inh: 2

What do the screens show for `CN1C(CCl)Nc2cc(Cl)c(S(N)(=O)=O)cc2S1(=O)=O` (stereo not given)?
PAFAH1B2 FP inh: 7; PAFAH1B3 inh: 9

Results for COc1ccc(CCNS(=O)(=O)c2ccc3c(c2)n(C)c(=O)c(=O)n3C)cc1OC ?
PAFAH1B2 FP inh: 1; PAFAH1B3 inh: 3

What do the screens show for `Nc1nc(=S)c2ncn(C3CCCC3)c2[nH]1`?
PAFAH1B2 FP inh: 9; PAFAH1B3 inh: 4

What do the screens show for `O=C(NN=Cc1ccccc1O)NN=Cc1ccccc1O`?
PAFAH1B2 FP inh: 3; PAFAH1B3 inh: 8

Results for COc1ccc(-c2ccn(-c3cccc(F)n3)n2)cc1 ?
PAFAH1B2 FP inh: 2; PAFAH1B3 inh: 0

Results for Cc1ccccc1C1CC(=O)c2ccccc2C1C (stereo not given) ?
PAFAH1B2 FP inh: 5; PAFAH1B3 inh: 2

What do the screens show for `O=C(/C=C/c1ccccc1)Nc1cccc(C(=O)NCCc2ccccc2)c1`?
PAFAH1B2 FP inh: 6; PAFAH1B3 inh: 2

What do the screens show for `COc1ccc(S(=O)(=O)N2CCOC23CCN(S(=O)(=O)c2cccs2)CC3)cc1`?
PAFAH1B2 FP inh: 4; PAFAH1B3 inh: 9

Results for Cc1c(CC(=O)N[C@H](C(=O)O)C(C)C)c(=O)oc2cc3c(cc12)CCC(C)(C)O3 ?
PAFAH1B2 FP inh: 9; PAFAH1B3 inh: 0

Results for S=C(c1ccccc1)N1CCN(c2ccccc2)CC1 ?
PAFAH1B2 FP inh: 1; PAFAH1B3 inh: 6

What do the screens show for `O=C(CCC(=O)N1CCN(S(=O)(=O)c2ccccc2Cl)CC1)c1ccccc1`?
PAFAH1B2 FP inh: 2; PAFAH1B3 inh: 10

Entries listed so far containing two or more sulfur atoms:
What do the screens show for `CN1C(CCl)Nc2cc(Cl)c(S(N)(=O)=O)cc2S1(=O)=O` (stereo not given)?
PAFAH1B2 FP inh: 7; PAFAH1B3 inh: 9

What do the screens show for `COc1ccc(S(=O)(=O)N2CCOC23CCN(S(=O)(=O)c2cccs2)CC3)cc1`?
PAFAH1B2 FP inh: 4; PAFAH1B3 inh: 9

Following part
How did O=C(NCC1CCCO1)c1cn(Cc2ccccc2Cl)nc1-c1ccccc1 (stereo not given) do in these assays?
PAFAH1B2 FP inh: 4; PAFAH1B3 inh: 5

What do the screens show for `CN(Cc1ccccc1)C(=O)c1cccc(NC(=O)Cc2ccc(NC(=O)C3CCN(C(=O)CCc4ccccc4)CC3)cc2)c1`?
PAFAH1B2 FP inh: -4; PAFAH1B3 inh: -7

Results for CSc1ccccc1NC(=O)CN(C)C(=O)C(C)SCc1nc2sc(C)c(C)c2c(=O)[nH]1 (stereo not given) ?
PAFAH1B2 FP inh: 1; PAFAH1B3 inh: 3

How did O=C(NCCCOC(=O)c1ccccc1)c1ccccc1 do in these assays?
PAFAH1B2 FP inh: 3; PAFAH1B3 inh: 8

Results for Cc1ccc(NCc2nnc(SCC(=O)NCCc3ccccc3)n2C)cc1 ?
PAFAH1B2 FP inh: 11; PAFAH1B3 inh: 4

What do the screens show for `CCCc1nnc(NC(=O)c2oc3ccccc3c2COCC)s1`?
PAFAH1B2 FP inh: 3; PAFAH1B3 inh: 6

What do the screens show for `COc1ccc(Cn2cc(CN3CCS(=O)(=O)N(Cc4ccc(-c5cccc(Cl)c5)cc4)C(C)C3=O)nn2)cc1` (stereo not given)?
PAFAH1B2 FP inh: 3; PAFAH1B3 inh: 2

Results for CCOc1c(Br)cc(Br)cc1/C=C1\SC(N)=NC1=O ?
PAFAH1B2 FP inh: -2; PAFAH1B3 inh: 5

What do the screens show for `COc1ccc(S(=O)(=O)Nc2ccccc2C(=O)N2CCOCC2)cc1Br`?
PAFAH1B2 FP inh: 5; PAFAH1B3 inh: -2

Results for CCCCN(C(=O)C1CCCC1)C1CCS(=O)(=O)C1 (stereo not given) ?
PAFAH1B2 FP inh: 6; PAFAH1B3 inh: 1

What do the screens show for `Cc1ccc(NC(=O)CN2C(=O)N/C(=C/c3cc(C)n(-c4ccc(C(=O)O)cc4)c3C)C2=O)cc1`?
PAFAH1B2 FP inh: 7; PAFAH1B3 inh: 5

How did O=C(O)C1C2CCCCC2=C2CCCCC2C1C(=O)Nc1nccs1 (stereo not given) do in these assays?
PAFAH1B2 FP inh: 13; PAFAH1B3 inh: 5

Results for O=C1c2ccccc2C(=O)N1CCCCCCN1C(=O)c2ccccc2C1=O ?
PAFAH1B2 FP inh: 5; PAFAH1B3 inh: 13

How did Nc1ccc(S(=O)(=O)Nc2nccs2)cc1N=Nc1ccccc1[N+](=O)[O-] do in these assays?
PAFAH1B2 FP inh: 14; PAFAH1B3 inh: 21

How did COc1cc2cc(C(=O)N/N=C/c3cccc(OC)c3OC)[nH]c2cc1OC do in these assays?
PAFAH1B2 FP inh: 6; PAFAH1B3 inh: 0

Results for COc1ccc(C(=O)C(=NNc2ccccc2)c2ccc(OC)cc2)cc1 ?
PAFAH1B2 FP inh: 0; PAFAH1B3 inh: -1

How did CCC(C)N(C(=O)COC(=O)CSc1ccc([N+](=O)[O-])cc1)C1CCS(=O)(=O)C1 (stereo not given) do in these assays?
PAFAH1B2 FP inh: 7; PAFAH1B3 inh: 4

What do the screens show for `O=C(/C=C/c1ccc2c(c1)OCO2)NCCSCc1ccc(Cl)cc1Cl`?
PAFAH1B2 FP inh: -5; PAFAH1B3 inh: -3

What do the screens show for `CCOC(=O)COc1ccccc1/C=N\NC(=O)c1cc2c(ccc3ccccc32)o1`?
PAFAH1B2 FP inh: -26; PAFAH1B3 inh: -34

What do the screens show for `CC1CCC(NS(=O)(=O)c2ccc(Cl)s2)CC1` (stereo not given)?
PAFAH1B2 FP inh: 9; PAFAH1B3 inh: 2

Results for CCCCCCCCNS(=O)(=O)CCNCCCC ?
PAFAH1B2 FP inh: 4; PAFAH1B3 inh: 12

How did O=c1cn[nH]c2ccc(Br)cc12 do in these assays?
PAFAH1B2 FP inh: 7; PAFAH1B3 inh: 12

How did Cc1ccc(OCC(=O)Nc2ccc(S(=O)(=O)N3CCOCC3)cc2)c(C)c1 do in these assays?
PAFAH1B2 FP inh: -4; PAFAH1B3 inh: 4

What do the screens show for `CN(C)c1ccc2c(c1)C(=NO)c1ccccc1-2`?
PAFAH1B2 FP inh: 4; PAFAH1B3 inh: 7

What do the screens show for `Cc1cn(CC(=O)NCC(C)c2ccccc2)c(=O)[nH]c1=O` (stereo not given)?
PAFAH1B2 FP inh: 3; PAFAH1B3 inh: 10

What do the screens show for `COC(=O)C1CCN(C(=O)C2CC(=O)N(c3ccc(C)c(Cl)c3)C2)CC1` (stereo not given)?
PAFAH1B2 FP inh: 2; PAFAH1B3 inh: 3

What do the screens show for `O=C(O)C1CC2CCC1CC2` (stereo not given)?
PAFAH1B2 FP inh: 2; PAFAH1B3 inh: 5

How did CCOC(=O)c1cnc2c(-c3ccc(F)cc3)cnn2c1C(F)(F)F do in these assays?
PAFAH1B2 FP inh: 2; PAFAH1B3 inh: 3

How did Brc1ccc(Cn2c(-c3ccc(Br)o3)nc3ccccc32)o1 do in these assays?
PAFAH1B2 FP inh: 3; PAFAH1B3 inh: 7

How did O=C(NCC1(N2CCCCC2)CCCCC1)c1cccc(S(=O)(=O)Nc2ccccc2Cl)c1 do in these assays?
PAFAH1B2 FP inh: -2; PAFAH1B3 inh: -1

What do the screens show for `CCCCn1c(N)c(N(C(=O)CSc2nncn2-c2ccccc2C)C2CCCC2)c(=O)[nH]c1=O`?
PAFAH1B2 FP inh: 3; PAFAH1B3 inh: 9

Results for Cc1cccc(NC(=O)CSc2nc3sc(C)cc3c(=O)n2C)c1 ?
PAFAH1B2 FP inh: 0; PAFAH1B3 inh: -1

Results for Cc1ccc(S(=O)(=O)SC/C=C/CSS(=O)(=O)c2ccc(C)cc2)cc1 ?
PAFAH1B2 FP inh: 2; PAFAH1B3 inh: 12

How did Cc1ccc(NC(=O)Nc2ccc3c(c2)CCC3)c(C)c1 do in these assays?
PAFAH1B2 FP inh: 6; PAFAH1B3 inh: 4

What do the screens show for `CCCCn1c(N)c(N(CCOC)C(=O)CCCn2c(=O)oc3ccccc32)c(=O)[nH]c1=O`?
PAFAH1B2 FP inh: 3; PAFAH1B3 inh: 7

Results for O=C(CNc1ccccc1N1CCCC1=O)Nc1cc(Cl)ccc1-n1cncn1 ?
PAFAH1B2 FP inh: -3; PAFAH1B3 inh: 1

How did CCOc1ccc2oc(C(=O)NCC(c3ccco3)N(C)C)c(C)c2c1 (stereo not given) do in these assays?
PAFAH1B2 FP inh: -6; PAFAH1B3 inh: 3

What do the screens show for `CC1CN(N=Cc2ccc([N+](=O)[O-])o2)C(=N)O1` (stereo not given)?
PAFAH1B2 FP inh: 5; PAFAH1B3 inh: 3

Results for O=C(Cc1cccc(NC(=O)C2CCCN(C(=O)C3CCC3)C2)c1)Nc1cccc(C(=O)N2CCCCC2)c1 (stereo not given) ?
PAFAH1B2 FP inh: 5; PAFAH1B3 inh: 11

How did CCOC(=O)c1cc2c(=O)n3cccc(C)c3nc2n(Cc2ccco2)c1=NC(=O)c1cccnc1 do in these assays?
PAFAH1B2 FP inh: 4; PAFAH1B3 inh: 10

Results for Cc1cc2c(cc1C)C(c1cccc(F)c1)CC(=O)N2 (stereo not given) ?
PAFAH1B2 FP inh: -2; PAFAH1B3 inh: -1

Results for O=C(CCCN1C(=O)c2ccccc2C1=O)NC1=NCCS1 ?
PAFAH1B2 FP inh: 1; PAFAH1B3 inh: 8

Results for Cc1cccc(C)c1NC(=O)C(C)Sc1nnc(C)n1CC1CCCO1 (stereo not given) ?
PAFAH1B2 FP inh: 1; PAFAH1B3 inh: 6

How did CC(C)Sc1ncnc2[nH]ncc12 do in these assays?
PAFAH1B2 FP inh: 4; PAFAH1B3 inh: -4

Results for CCCCSc1nc2sc3c(c2c(=O)n1-c1ccc(OC)cc1)CCN(C)C3 ?
PAFAH1B2 FP inh: 2; PAFAH1B3 inh: 1

What do the screens show for `CN1C(=O)N(CC(=O)N2CCN(c3ncccn3)CC2)C(=O)C12CCCCC2`?
PAFAH1B2 FP inh: 3; PAFAH1B3 inh: 7

How did Nc1nc2c(nnn2Cc2ccc(Cl)c(Cl)c2)c(=O)[nH]1 do in these assays?
PAFAH1B2 FP inh: 2; PAFAH1B3 inh: -2

What do the screens show for `Cc1ccc2cc3c(N)c4c(C)ccc(C)c4nc3nc2c1`?
PAFAH1B2 FP inh: 1; PAFAH1B3 inh: 10

What do the screens show for `Nc1c(C(=O)CSc2nnnn2-c2ccc(O)cc2)c(=O)[nH]c(=O)n1C1CC1`?
PAFAH1B2 FP inh: 5; PAFAH1B3 inh: 8

Results for N#CC1=C(S)N(c2ccc(F)cc2)C(c2cccs2)NC1=O (stereo not given) ?
PAFAH1B2 FP inh: 17; PAFAH1B3 inh: 8

What do the screens show for `CCc1c(C)[nH]c2ccc(OC)cc2c1=S`?
PAFAH1B2 FP inh: 0; PAFAH1B3 inh: 8

By substructure: the entries above with a COOH group.
Results for Cc1c(CC(=O)N[C@H](C(=O)O)C(C)C)c(=O)oc2cc3c(cc12)CCC(C)(C)O3 ?
PAFAH1B2 FP inh: 9; PAFAH1B3 inh: 0

What do the screens show for `Cc1ccc(NC(=O)CN2C(=O)N/C(=C/c3cc(C)n(-c4ccc(C(=O)O)cc4)c3C)C2=O)cc1`?
PAFAH1B2 FP inh: 7; PAFAH1B3 inh: 5

How did O=C(O)C1C2CCCCC2=C2CCCCC2C1C(=O)Nc1nccs1 (stereo not given) do in these assays?
PAFAH1B2 FP inh: 13; PAFAH1B3 inh: 5

What do the screens show for `O=C(O)C1CC2CCC1CC2` (stereo not given)?
PAFAH1B2 FP inh: 2; PAFAH1B3 inh: 5

Screens from PubChem BioAssay.

The list is partial (hit frequency here may not be typical).
